ERa SRC1 pot = enhances coactivator binding to human estrogen receptor alpha. hit rate 1.3% among 86,000. TR-FRET ERalpha-LBD/SRC-Cy5 coactivator binding, 2 h; 100 = basal binding, no effect. P03372. AID 639. coactivator binding (% of control), % at 25.6 µM; in the data active = activity above about 200%;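 also: binding measured in presence of low estradiol as agonist stimulus; 0% = peptide alone without receptor and 100% = receptor with peptide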
H69AR inhibit = blocks growth of human H69AR lung tumor cells; H69AR lung tumor viability, ATP luminescence, 72 h; hits give low values; viability, % at 10 µM; hit rate 6% among 85,000; AID 598;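 active = viability at or below 40%; inactive = viability above 40%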;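 also: multidrug resistant small cell line overexpressing MRP-1 efflux transporter; 100% = mean luminescence of untreated control wells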
CD11b adhes inh = inhibitors of human CD11b/CD18 binding to fibrinogen; P05107+P11215; K562 CD11b/CD18 adhesion to fibrinogen, ATPlite luminescence; Mn2+ added to activate the integrin; inhibition, % at 10 µM; hit rate 0.54% among 93,000; AID 1497;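 active = primary inhibition of 50% or more at 10 µM, then 40% or more on retest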; also: some results filed as inactive read as strong as hits
HUVEC inhibit = blocks proliferation of human endothelial cells; viability, % at 10 µM (by protocol); HUVEC proliferation, CellTiter-Glo luminescence, 72 h; hits give low values; hit rate 1.1% among 86,000;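 active = viability at or below 30%; inactive = viability above 30%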;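 also: 100% = median luminescence of DMSO-only cell control wells on each plate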
ERa coact inh = blocks coactivator binding to human estrogen receptor alpha; inhibition, % at 25.6 µM; TR-FRET ER-alpha LBD / SRC-1 peptide, estradiol-bound; P03372; hit rate 1.7% among 86,000; in the data active = inhibition above about 50%;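 also: 0% = receptor plus peptide control and 100% = peptide only without receptor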
CYP2C19 inh = human CYP2C19 inhibition; AID 778; P33261; inhibition, % at 5 µM; CYP2C19 Supersomes, luciferin-H EGE luminescence, 30 min; hit rate 21% among 96,000;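 active = CYP2C19 inhibition above a set limit at 5 µM in the primary screen, cut at about 50% in these data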;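 also: plate controls were negative control wells for no effect and 2.5 mM tranylcypromine positive control for full effect; values of inactives mirror those of a sister screen read the other way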
Target sequence (P33261 whole entry, looked up): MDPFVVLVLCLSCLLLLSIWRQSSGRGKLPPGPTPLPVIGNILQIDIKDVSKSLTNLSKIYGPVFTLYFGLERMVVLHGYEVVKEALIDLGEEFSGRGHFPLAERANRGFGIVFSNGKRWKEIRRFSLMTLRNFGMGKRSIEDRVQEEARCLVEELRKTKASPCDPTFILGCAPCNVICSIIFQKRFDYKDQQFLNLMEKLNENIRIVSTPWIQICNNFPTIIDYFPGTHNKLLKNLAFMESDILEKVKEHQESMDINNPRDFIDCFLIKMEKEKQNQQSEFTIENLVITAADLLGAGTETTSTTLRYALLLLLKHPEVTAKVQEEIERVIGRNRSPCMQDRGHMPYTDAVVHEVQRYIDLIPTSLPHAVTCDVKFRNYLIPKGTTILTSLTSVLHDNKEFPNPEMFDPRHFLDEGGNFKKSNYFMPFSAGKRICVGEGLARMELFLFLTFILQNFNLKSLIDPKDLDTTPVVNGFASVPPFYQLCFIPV
CD11b adhes enh = enhancers of human CD11b/CD18 binding to fibrinogen; P05107+P11215; K562 CD11b/CD18 adhesion to fibrinogen, ATPlite luminescence; activation, % at 10 µM; hit rate 0.07% among 93,000; AID 1499;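 active = 10 µM primary screen giving 50% or more activity, confirmed by 40% or more on retest at that dose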; also: strong numbers were not always called active
CYP2C19 activ = cytochrome P450 2C19 (human) activation; AID 1025; activation factor at 5 µM; recombinant CYP2C19, luciferin-H EGE luminescence; hits give high values; 0 = fully inhibited enzyme, 1 = untreated enzyme; 96,000 tested, under 10 active;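 active = activation factor of at least 2 at 5 µM in the primary screen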;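 also: 0 = wells with 2.5 mM tranylcypromine and 1 = vehicle-only wells; values of inactives mirror those of a sister screen read the other way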
Fibroblast inh = blocks proliferation of human lung fibroblasts. LL 47 human lung fibroblast viability, ATP luminescence; hits give low values. viability, % at 10 µM. hit rate 1.1% among 85,000. AID 719;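 active = viability at or below 50% in the single dose screen; inactive = viability above 50%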;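 also: compound exposure lasted 72 h before the ATP readout; 100% = median luminescence of untreated cell-only wells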
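Times – overnight cell rest, 72 h compound treatment at 37 °C · Test system – human lung fibroblast line LL 47, low passage · Amount – 1,150 cells in each well · Controls – cell-only wells, no compound · Doses – 0.1% DMSO in all compound wells · Measured by – CellTiter-Glo luminescence · Buffer or medium – IMEM plus 15% FBS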
* marks the source's active call; other numbers are inactive results; · = not tested or not shown; [ ] = another dose, or the depositor's remark. This is a random part of the collection (roughly 26% active in at least one column).

No.	Compound	CYP2C19 inh	CD11b adhes inh	ERa SRC1 pot	Fibroblast inh	CD11b adhes enh	HUVEC inhibit	ERa coact inh	CYP2C19 activ	H69AR inhibit
1	O=C(COc1cccc(Oc2ccccc2)c1)Nc1ccc(SC(F)F)cc1	29.9	41.7	·	·	-4.9	·	·	0.7	·
2	CC(C)N1CC(C(=O)Nc2ccccc2)CC1=O (stereo not drawn)	·	·	92.7	105.0	·	93.9	-3.9	·	98.4
3	N#C/C(=C\c1cc(Cl)ccc1O)C(=O)NC1CCCCC1	18.5	-27.4	·	·	49.9	·	·	0.8	·
4	C=CCn1c(N)c(-c2nc3ccccc3n2C)sc1=S	44.4	5.9	91.0[fluorescence artefact?]	93.6	-3.0	102.9	4.7	0.6	·
5	Cc1cc(OCC(=O)NCCCN(C)C)cc(C)c1Br	8.5	5.8	124.8	101.5	-3.1	95.8	-11.9	0.9	80.4
6	Cc1ccc(OCC(=O)Nc2cccc(C)n2)c(C)c1	33.6	-4.2	106.3	96.7	-0.2	94.4	-11.3	0.7	104.2
7	c1ccc(C2(c3ccccc3)OCC(Cn3cncn3)O2)cc1 (stereo not drawn)	66.4*	·	101.1	99.8	·	100.0	-1.1	0.3	89.8
8	O=C(c1cnn2c(C(F)F)cc(C3CC3)nc12)N1CCc2ccccc2C1	73.6*	5.3	107.3[fluorescence artefact?]	96.8	2.7	89.4	-6.8	0.3	70.6
9	O=C(COc1ccc(Cl)cc1Cl)NCc1ccco1	31.5	-12.9	89.1	99.5	3.6	103.7	8.5	0.7	97.8
10	CC(=O)c1cccc(NC(=O)c2cc(C)no2)c1	·	·	91.5	101.1	·	102.3	-3.6	·	102.7
11	Cc1ccc(C(=O)CSc2cc(C)nc(SCC(=O)c3ccccc3)n2)cc1	32.8	10.3	112.4	95.1	12.3	106.8	2.4[fluorescence artefact?]	0.7	91.1
12	O=C(NCC1CCCC(CNC(=O)N2CCc3ccccc32)C1)N1CCc2ccccc21 (stereo not drawn)	86.4*	-31.8	·	·	-0.2	·	·	0.1	·
13	C#CCSc1nnc(-c2c[nH]c3ccccc23)n1C	15.0	3.9	93.1[fluorescence artefact?]	94.2	-3.5	96.4	8.2[fluorescence artefact?]	0.8	72.3
14	CCCOc1ccc(C(C)=O)cc1CC(C(N)=O)C(N)=O	-14.0	9.3	88.5[fluorescence artefact?]	102.2	-2.4	108.9	-7.0	1.1	102.4
15	COc1ccc(C(=O)N2CCN(C3CCN(Cc4ccccc4)CC3)CC2)cc1OC	-2.1	-24.5	100.4	106.2	4.6	98.4	-12.2	1	99.0
16	COc1ccc2c(c1)SC1=NCCS(=O)(=O)N12	23.7	-11.0	90.1	104.5	2.0	101.9	1.3	0.8	98.6
17	Cc1cc2oc(=O)cc(CSc3nc(N)cc(N)n3)c2cc1C	7.1	1.9	·	·	-3.1	·	·	0.9	·
18	Cc1onc(COc2ccccc2O)c1Br	72.7*	2.2	99.9	93.0	5.4	97.0	-0.1	0.3	92.7
19	O=C(CCc1ccccc1)Nc1ccc(N2CCOCC2)c(Cl)c1	·	·	94.8	101.7	·	92.4	4.1	·	88.3
20	CC(C)N(CCNC(=O)c1cn(C)c2ccc(S(=O)(=O)N(C)C)cc2c1=O)Cc1ccccc1	10.6	-1.5	76.3[fluorescence artefact?]	96.5	0.3	102.3	-2.2	0.9	102.8
21	CCOc1ccc(-c2nnc(-c3ccco3)o2)cc1OCC	13.1	-19.0	110.9	108.9	-3.5	125.9	-4.3	0.9	76.4
22	Cn1c(OCc2cccnc2)nc2c1c(=O)n(Cc1ccc(Cl)cc1)c(=O)n2C	·	·	96.7	101.1	·	81.2	-18.9	·	75.4
23	COc1cc(C(=O)OCC(=O)Nc2cc(C)on2)cc(OC)c1OC	-4.9	·	129.2[fluorescence artefact?]	100.2	·	95.5	3.1	1	92.4
24	CCN1C(=O)C2C(c3ccc(O)c(OC)c3)NC(C)(C(=O)OC)C2C1=O (stereo not drawn)	-6.4	-8.8	121.0	112.9	-0.7	100.4	-7.6	1.1	97.5
25	O=C(CN1CCN(c2ncccn2)CC1)Nc1ccccc1-n1cccc1	94.9*	25.9	·	·	-3.4	·	·	0.1	·
26	C/C(CC1(O)C(=O)N(Cc2ccccc2)c2ccccc21)=N\O (stereo not drawn)	50.3*	-16.9	107.2	93.8	-3.7	92.8	-7.5	0.5	95.6
27	O=c1n(Cc2ccccc2)c2cc(Cl)cnc2n1Cc1ccccc1	22.6	-31.4	103.6	·	1.6	110.1	-10.9	0.8	86.6
28	CCOc1cc(C(=O)Nc2cc(C)ccn2)cc(OCC)c1OCC	41.3	-5.0	117.5	96.5	0.1	85.2	-4.4	0.6	77.3
29	CCOC(=O)N1CCN(c2c(NCCCN3CCCCCC3)c(=O)c2=O)CC1	-9.6	-0.7	101.0	90.8	-3.2	95.4	-0.7	1.1	91.8
30	CN(C)C(=O)c1ccc(NC(=O)c2cccnc2)cc1	7.8	4.6	85.6	93.0	-1.3	103.5	17.8	0.9	39.1*
31	Cc1ccc(C)c(/C(O)=C2/C(=O)C(=O)N(CCN3CCOCC3)C2c2ccco2)c1 (stereo not drawn)	-1.2	·	80.5	97.0	·	94.8	45.7[fluorescence artefact?]	1	81.3
32	N#CCCN1CCN(S(=O)(=O)c2ccc(S(=O)(=O)NC3CCCC3)cc2)CC1	-2.5	-5.4	125.7[fluorescence artefact?]	108.3	-0.7	106.3	-2.1	1	98.6
33	CCOc1ccc2nc(N3CCCCCC3)sc2c1	11.5	·	134.1	87.8	·	84.4	3.8	0.9	83.2
34	COc1ccc(-c2nc3ccccn3c2NCc2ccc3c(c2)OCO3)cc1	·	·	93.6[fluorescence artefact?]	95.7	·	69.5	3.0[fluorescence artefact?]	·	63.5
35	Cc1c(N2C(=O)c3ccccc3C2=O)c(=O)n(-c2ccccc2)n1C	-10.6	7.3	88.1	100.1	-0.9	89.2	-10.5	1.1	85.1
36	COCc1nc(-c2ccc(-c3ccc(OC)cc3)nc2OC)no1	5.5	-21.7	143.1	86.8	-0.8	82.8	1.0	0.9	90.0
37	Cc1ccc(-n2c(C)cc(/C=N/NC(=O)c3ccc(CN4CCOCC4)cc3)c2C)cc1	-0.8	28.5	·	·	-5.8	·	·	1	·
38	C(=N\n1cnnc1)/c1ccc(N2CCOCC2)s1	60.2*	-13.0	88.0	98.1	-3.2	95.9	2.6	0.4	101.2
39	O=C(CN1C(=O)c2ccccc2C1=O)N1CCN(c2ccccc2)CC1	33.2	-31.3	109.6	97.0	-1.0	90.7	-19.1	0.7	81.7
40	O=C(COc1ccccc1)Nc1nnc(-c2ccccc2)o1	5.8	-1.6	101.9[fluorescence artefact?]	97.6	-1.4	97.0	5.1[fluorescence artefact?]	0.9	96.1
41	COC(=O)C1CCN(C(=O)COC(=O)CC(NC(C)=O)c2ccccc2)CC1 (stereo not drawn)	-2.7	-8.9	·	·	0.0	·	·	1	·
42	Cc1ccc(C2C(=O)N(C3CCC(C)CC3)CC(=O)N2C2CC2)cc1 (stereo not drawn)	7.8	9.9	89.3	111.6	-4.5	109.7	-7.7[fluorescence artefact?]	0.9	96.0
43	CN(CC(=O)O)S(=O)(=O)c1ccc(F)cc1	·	·	93.0	102.0	·	83.9	-20.6	·	96.2
44	CC1(C)Oc2ccc(C(=O)N3CCc4ccccc43)cc2N(CC(=O)N2CCCC2)C1=O	22.9	-2.9	123.9	110.6	0.2	95.5	-1.7	0.8	70.2
45	CCN(CC)S(=O)(=O)c1cccc(-c2nnc(SC(C)C#N)n2Cc2ccccc2)c1 (stereo not drawn)	60.8*	-10.1	103.0	92.3	-4.8	91.8	-6.8	0.4	65.8
46	Cc1nc2ccc(NC3=NCCCCC3)cc2s1	-2.7	-7.3	85.2	98.5	-3.2	110.8	7.1	1	96.4
47	O=C(CCn1c(=O)oc2ccccc21)Nc1ccc2c(c1)OCCO2	·	·	108.4[fluorescence artefact?]	116.3	·	94.3	9.3	·	92.1
48	CCCCOc1ccc(C2C(=O)N(C3CCCCC3)CC(=O)N2CC2CCCO2)cc1 (stereo not drawn)	19.9	·	101.0	96.2	·	91.7	7.9[fluorescence artefact?]	0.8	77.7
49	COc1cc(C(=O)Nc2cnc(NC(=O)C(C)C)cc2C)cc(OC)c1OC	·	·	151.1	91.6	·	97.5	-6.4	·	86.9
50	COc1ccc(CCC(=O)Nc2nc3ccccc3[nH]2)cc1	1.6	1.4	·	·	-0.6	·	·	1	·
51	Cc1c(Cc2ccccc2)c(=O)oc2c(C)c(OCc3nn[nH]n3)ccc12	-0.9	6.7	101.6	98.4	1.7	96.8	0.3	1	92.8
52	O=C(CSc1n[nH]c(-c2ccccc2Br)n1)NC(=O)NCc1ccco1	35.9	9.6	105.7	97.9	-1.7	99.9	11.6	0.6	90.8
53	CC(CN(C)Cc1ccccc1)OC(=O)C1COc2ccccc2O1 (stereo not drawn)	6.3	-1.1	93.5	100.7	1.0	113.3	1.2	0.9	98.4
54	Cc1nnc(SCC(=O)NCc2ccc3c(c2)OCO3)s1	35.6	-13.6	110.0	106.8	5.5	97.5	-6.0	0.6	101.9
55	CC(C)c1ccc(NC(=O)CCNS(=O)(=O)c2cccc3nonc23)cc1	·	·	144.2[fluorescence artefact?]	97.2	·	104.0	-18.4[fluorescence artefact?]	·	74.5
56	CC(=O)Nc1ccc(NC(=S)Nc2ccccc2)cc1	36.5	-24.8	·	·	-5.9	·	·	0.6	·
57	CCOc1ccc(-n2c(Cc3cc(=O)[nH]c(=O)[nH]3)nnc2SC(C)C)cc1	-19.9	-9.4	122.0[fluorescence artefact?]	97.9	-4.7	105.9	-7.0	1.2	92.6

Assay outcomes (PubChem)
